p53 reactivator: qHTS assay for re-activators of p53 using a Luc reporter. Potency, µM (series often up to 92.2 µM), for the others: top-dose activity change, positive = activation, most hits filed as activators. actives 0.063% (n = 320,000). H1299 p53-A138V BP100-luciferase reporter, luminescence, 24 h. AID 504706, 2011; also: potency is read from the fitted curve at half-maximal effect; % of control where 0% means no effect; nearly all actives have a fitted effect of over 45% in size
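p53-null H1299 cells stably carrying temperature-sensitive p53-A138V and a BP100-luciferase reporter were pinned with compounds (4-point, 1:5 series) and held 24 hrs at 37 deg C. Luminescence was read 10 min after detection reagent.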
B2AR arrestin: qHTS assay of beta-arrestin-biased ligands of beta2-adrenergic receptor; beta-arrestin recruitment to beta2AR, cell-based reporter; Potency, µM (titrated, usually from 46.1 µM), without a hit: at the highest dose activation, usual class: activators; Beta-2 adrenergic receptor (Homo sapiens), P07550; actives 0.02% (n = 330,000);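 also: potency is read from the fitted curve at half-maximal effect; 0% = DMSO controls and full agonism = EC100 isoproterenol or metaproterenol; nearly all actives have a fitted effect of over 65% in size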
Target sequence (P07550 whole entry, looked up): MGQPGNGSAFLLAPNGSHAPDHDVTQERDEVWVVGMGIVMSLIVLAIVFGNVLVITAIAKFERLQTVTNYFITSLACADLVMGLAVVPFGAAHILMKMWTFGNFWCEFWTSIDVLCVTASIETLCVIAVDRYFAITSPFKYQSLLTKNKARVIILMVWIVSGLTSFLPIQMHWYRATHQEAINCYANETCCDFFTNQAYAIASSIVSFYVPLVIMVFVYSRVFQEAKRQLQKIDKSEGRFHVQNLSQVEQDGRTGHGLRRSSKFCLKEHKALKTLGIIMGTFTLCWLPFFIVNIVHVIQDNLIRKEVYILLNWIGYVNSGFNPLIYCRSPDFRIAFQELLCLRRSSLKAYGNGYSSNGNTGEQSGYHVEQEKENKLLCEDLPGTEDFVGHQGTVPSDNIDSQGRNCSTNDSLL
TCR act: Activators of T cell receptors: qHTS campaign | 330,000 tested, under 10 active | Potency, µM (doses to about 9.22 µM), inactives show at the highest dose activation of IL-2 secretion, actives largely listed as activators | primary human leukocytes, anti-CD3, IL-2 HTRF, 48 h; also: % of control where 0% means no effect
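HTRF read-out of IL-2 secretion: europium cryptate donor excited at 320nm, d2 acceptor emission at 665nm. Cells were primary human leukocytes incubated 48 hr with compounds and a-CD3 beads, supplying TCR signal only.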
CXXC DNA block: qHTS Fluorescence Polarization Assay for Inhibitors of MLL CXXC domain - DNA interaction | actives 0.037% (n = 290,000) | MLL-CXXC / FITC-HOXA9 DNA fluorescence polarization | Histone-lysine N-methyltransferase 2A (Homo sapiens), Q03164 | Potency, µM (doses to about 115 µM), for inactives: at the highest dose activity change, negative = inhibition, usual class: inhibitors; active = well fitted inhibition curve with a large enough effect in the polarisation, with a control signal flat, not every such curve was filed as active; inconclusive = small, poorly fitted or top-dose-only effect, or effect the other way, or a change in a side signal; inactive = no such curve, though single readings can be large or run the other way; the % refers to the polarisation; also: potency is read from the fitted curve at half-maximal effect
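Steps: dispense CXXC domain solution (7 uM) → pin compounds or unlabeled HOX-A9 DNA control → 5 min ambient → add FLSN-HOX-A9 solution (50 nM) → spin → 30 min ambient → fluorescence polarization. Tris pH 7.5/NaCl/DTT/BSA buffer.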
TRPV1 agonist: HTS Assay for Compounds that Act as Agonists of the Vanilloid Receptor 1; activation, % at 8.33 µM; TRPV1-expressing cells, Fluo-8 calcium influx, agonist mode; actives 0.19% (n = 320,000); Transient receptor potential cation channel subfamily V member 1 (Homo sapiens), Q8NER1; in the data active = activation above about 80%; inconclusive = between about 30% and that limit; also: 0% is about no effect
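Cells expressing TRPV1 were dye-loaded with Fluo-8 and read kinetically: 10 s baseline, 3 min after compound (agonist portion), then 2 min after EC20 capsaicin (allosteric enhancer portion). Calcium-bound dye fluorescence at 480/520 nm.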
BRCA1 expr act: qHTS Assay to Identify Small Molecule Activators of BRCA1 Expression; MCF7-BRCA1-FFLuc reporter, luminescence, 48 h; response scale: scaled: vehicle 0%, 10 µM genistein 100%; Potency, µM (doses to about 46.1 µM), without a hit: top-dose activation, actives largely listed as activators; actives 1.1% (n = 380,000); AID 624202, 2012; also: potency is read from the fitted curve at half-maximal effect; nearly all actives have a fitted effect of over 80% in size; some results filed as inactive show a strong effect at the top dose
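MCF7 cells carrying a BRCA1-firefly luciferase reporter (2000 cells/well, phenol-red free MEM) were attached for 2 h at 37 °C, then given compounds for 48 h. Luminescence was read 15 min after luciferase reagent; activity normalized to genistein (10 microM) and DMSO.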
a7 integrin act: qHTS for Activators of Integrin-Mediated Alleviation for Muscular Dystrophy | alpha7betagal myoblasts, beta-gal FDG fluorescence, 48 h | AID 624291, 2012 | actives 0.064% (n = 350,000) | Potency, µM (top dose mostly 38.3 µM), for the others: top-dose activation, usual class: activators;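 also: potency is read from the fitted curve at half-maximal effect; 100% = response of the positive control SU9516; nearly all actives have a fitted effect of over 60% in size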
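Alpha7betagal+/- myoblasts (passage 13) were plated 16-24 hr, then exposed to compounds (1:260 dilution of DMSO stock) for 48 hours at 37C. After MPER lysis, β-galactosidase reporter activity was read as FDG fluorescence (ex 480/em 540) after 30 minutes.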
AT treatment: qHTS Assay for Identifying a Potential Treatment of Ataxia-Telangiectasia; […] A-T fibroblasts, KAP-1 phosphorylation AlphaLISA; neocarzinostatin DNA damage 30 min before lysis; Potency, µM (titrated, usually from 57.5 µM), for the others: top-dose activation, usual class: activators; actives 0.19% (n = 320,000); also: potency is read from the fitted curve at half-maximal effect; % of control where 0% means no effect; nearly all actives have a fitted effect of over 45% in size
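ATM-like activity read as KAP-1 phosphorylation via AlphaLISA donor/acceptor antibody pairs after lysis and 6 hr at 25C. Cells were ATM-null patient fibroblasts ([…], hTERT), dosed 60 min, then exposed to the DSB inducer NCS for 30 min.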
ELG1 repair inh: qHTS screen for small molecules that inhibit ELG1-dependent DNA repair in human embryonic kidney (HEK293T) cells expressing luciferase-tagged ELG1; HEK293T ELG1-luciferase reporter, luminescence, 16 h; DNA damage induced by 5-fluorouridine; Potency, µM (doses to about 46.1 µM), inactives show at the highest dose activity change, negative = inhibition, usual class: inhibitors; actives 2.3% (n = 330,000); AID 504467, 2011; also: potency is read from the fitted curve at half-maximal effect; % is scaled to controls: 0 for no effect and ±100 for the full control effect; nearly all actives have a fitted effect of over 55% in size
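In this reporter screen, reduction of luminescence relative to DMSO vehicle indicated activity. Compounds and 5-fluorouridine were added together to 2,000 cells per well, incubated for 16 hr at 37 °C, then developed with ONE-Glo.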
TSG101-PTAP inh: qHTS Assay for Iinhibitors of HIV-1 Budding by Blocking the Interaction of PTAP/TSG101; Fluorescence polarization, FITC-PTAP peptide / Tsg101 binding; Tumor susceptibility gene 101 protein (Homo sapiens), Q99816; Potency, µM (series often up to 115 µM), inactives show at the top dose activity change, negative = inhibition, hits mostly inhibitors; AID 493005, 2010; 340,000 tested, under 10 active; active = well fitted inhibition curve with a large enough effect in the main read-out, with a control signal flat, not every such curve was filed as active; inconclusive = small, poorly fitted or top-dose-only effect, or effect the other way, or a change in a side signal; inactive = no such curve, though single readings can be large or run the other way; also: potency is read from the fitted curve at half-maximal effect; % of control where 0% means no effect
Target sequence (Q99816 whole entry, looked up): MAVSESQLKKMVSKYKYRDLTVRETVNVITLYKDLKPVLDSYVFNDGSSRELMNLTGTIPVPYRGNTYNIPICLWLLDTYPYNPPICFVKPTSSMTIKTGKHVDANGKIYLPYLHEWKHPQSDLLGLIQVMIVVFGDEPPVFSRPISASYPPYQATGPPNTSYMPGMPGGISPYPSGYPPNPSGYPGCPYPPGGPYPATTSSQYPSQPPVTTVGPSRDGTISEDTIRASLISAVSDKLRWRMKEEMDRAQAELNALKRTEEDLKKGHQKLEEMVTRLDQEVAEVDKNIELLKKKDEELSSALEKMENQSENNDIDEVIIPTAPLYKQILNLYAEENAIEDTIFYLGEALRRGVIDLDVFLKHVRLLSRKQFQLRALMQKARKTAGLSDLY
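Tsg101 binding domain (10 uM final) was mixed with compound and a FITC-labeled PTAP peptide (50 nM final) in HEPES pH 7.5 buffer with NaCl, Tween 20, EDTA and TCEP; fluorescence polarization was read after 20 min at r.t.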
The depositor's hits bear a star; ? = inconclusive; · = no result given; [ ] = remark or other dose. Unless noted, calls follow the shape of the dose curve; as a rule, active = well fitted curve in the direction sought with a large enough effect; inconclusive = small, poorly fitted or top-dose-only effect, or another doubt; inactive = no such curve, though single readings can be large; an effect the other way counts as inactive or inconclusive. Only part of the results is shown, so the mix of outcomes need not match the whole.

SMILES	p53 reactivator	B2AR arrestin	TCR act	CXXC DNA block	TRPV1 agonist	BRCA1 expr act	a7 integrin act	AT treatment	ELG1 repair inh	TSG101-PTAP inh
Cc1ccc(N2C(=O)NC(=O)/C(=C\c3cc(C)n(-c4ccc(C(=O)O)cc4)c3C)C2=O)cc1	1%	0.1%	-5%	11%	-5	-1%	13%	-14%	7%	2%
O=C(N/N=C/c1cc(Br)c(Br)s1)c1ccncc1	1%	-0.2%	-10%	19%	?	-69%	-36%	1%	?	2%
Cc1cc(NC(=O)COC(=O)c2c(C)nn(Cc3ccccc3)c2C)no1	1%	0.3%	-1%	0%	0	4%	19%	7%	-8%	2%
CN1CCN(/N=C/c2c(O)n(CCC3=CCCCC3)c(=S)[nH]c2=O)CC1	2%	3.4%	-2%	-21%	-3	-4%	1%	5%	7%	-5%
O=C(Nc1cccc2ccccc12)N1CCC2(CC1)OCCO2	-1%	0.1%	-2%	5%	1	65%	0%	-2%	?	-1%
O=c1[nH]c(=O)n(C2CCCCCC2)c(O)c1C=NC1CCN(Cc2ccccc2)CC1	-4%	-0.4%	6%	8%	-1	-35%	-30%	-3%	?	-1%
O=C(Nc1ccc(C(F)(F)F)cc1)c1cccn(Cc2ccc3c(c2)OC(F)(F)O3)c1=O	-6%	-0.3%	2%	-4%	·	-41%	0%	4%	0%	-5%
O=c1c2ccccc2nc(/C=C/c2ccc(O)c(O)c2)n1-c1ccccc1	·	14%	·	-4%	9	-20%	0%	-5%	?	3%
O=C(Cn1c(=O)n(CC2CS2)c2ccccc21)N1CCCCCC1 (stereo unspecified)	11%	-0.1%	-5%	-9%	1	11%	21%	1%	-4%	0%
CC12CN3CC(C)(CN(C1)C3c1cccs1)C2 (stereo unspecified)	1%	-0.1%	-4%	2%	0	0%	4%	6%	-4%	-4%
COC(=O)C1=CO[C@H](C)[C@H]2CN3CC[C@@]4(C(=O)Nc5ccccc54)[C@@H]3C[C@H]12	·	·	8%	·	·	3%	9%	·	·	-2%
Cc1cc(OCc2cc(C(=O)O)oc2C)c2c3c(c(=O)oc2c1)CCCC3	-7%	-0.1%	-8%	-7%	-3	-4%	12%	-4%	9%	-11%
Cc1ccc(-n2c(O)c(C=Nc3ccc(Br)cn3)c(=O)[nH]c2=O)cc1	-2%	-0.2%	-6%	-19%	0	-5%	-31%	0%	10%	1%
COC(=O)C1=C(c2ccc(-c3ccccc3)c(F)c2)C[C@@H]2CC[C@H]1N2C(=O)NC1Cc2ccccc2C1	7%	-0.4%	0%	·	0	-53%	-10%	2%	-4%	-3%
COC1CC(OC2CCC3(C)C(CCC4C3CCC3(C)C(C5=CC(=O)OC5)C(OC(C)=O)CC43O)C2)OC(C)C1OC1OC(COC2OC(CO)C(O)C(O)C2O)C(O)C(O)C1O (stereo unspecified)	-1%	-1.0%	·	-6%	-4	·	·	59%	2.9µM*	·
COc1cc(O)cc2c1cc([N+](=O)[O-])c1c(C(=O)O)cc3c(c12)OCO3	-2%	-0.4%	0%	·	·	-15%	-2%	-5%	1%	-2%
COC(=O)c1c(C)oc2ccc(OC(=O)N3CCOCC3)cc12	-5%	0.0%	13%	-1%	8	-27%	-12%	-5%	?	-9%
Nc1c(C(=O)NCc2ccco2)c2nc3ccccc3nc2n1Cc1ccc(F)cc1	44%	0.3%	5%	12%	1	-58%	0%	?	?	-7%
CC(N)C(=O)c1ccco1 (stereo unspecified)	?	0.1%	3%	11%	1	-1%	-2%	-1%	-5%	0%
CC12CNCC(C)(CNC1)C2O (stereo unspecified)	9%	-0.2%	7%	-3%	0	32%	15%	0%	2%	-6%
O=C(c1cccc(N2CCCC2=O)c1)N1CCC2(CC1)OCCO2	-4%	-0.5%	13%	-17%	1	-1%	15%	·	15%	-2%
COc1ccccc1/C=C1\C(=O)NC(=S)N(c2ccccc2)C1=O	-1%	0.4%	-1%	-2%	-1	-30%	24%	-20%	-2%	-4%
Cc1ccc(C2=CCNCC2)cc1	-5%	0.1%	1%	5%	4	0%	-14%	-3%	-2%	-2%
Clc1ccc(CSC(Cn2ccnc2)c2ccc(Cl)cc2Cl)cc1 (stereo unspecified)	-4%	·	1%	3%	5	-17%	·	-19%	-8%	1%
Cc1ccc(NC2=NCCCS2)c(C)c1C	6%	-0.8%	-2%[46.1 µM]	13%	3	-7%	-4%	-1%	-18%	0%
Cc1cc([N+](=O)[O-])c(Cl)cc1NC(=O)C(C)C	-6%	5.6%	9%[46.1 µM]	3%	3	-22%	12%	-5%	-1%	1%
CCCCC(=O)N/N=C/c1c(O)n(CCc2ccccc2)c(=O)[nH]c1=O	2%	-0.1%	6%	11%	-2	-8%	-22%	-31%	?	-1%
CC1CCCCN1C(=O)c1ccc(N2CC3CC(C2)c2cccc(=O)n2C3)c([N+](=O)[O-])c1 (stereo unspecified)	6%	0.2%	-2%[46.1 µM]	0%	-1	-15%	-11%	3%	-5%	-1%
COc1ccccc1N1CCN(Cc2ccc(SC)cc2)CC1	-2%	-0.8%	6%	3%	5	-16%	0%	-1%	-22%	-1%
CCOC(=O)C1CCCN(C(=O)c2ccc3oc(Cc4ccccc4)nc3c2)C1 (stereo unspecified)	?	3.0%	3%	3%	3	·	0%	1%	?	-4%
Cc1ccc(N2C(=O)CC(=O)NC2=O)c(C)c1	-3%	-0.3%	-1%	2%	1	16%	2%	9%	19%	-3%
COc1ccc(-n2c(O)c(C(C)=Nc3ccc4c(c3)CCC4)c(=O)[nH]c2=O)cc1	4%	-0.2%	-3%	-7%	1	1%	23%	6%	14%	0%
C=CC[C@@H](CC/C=C/C=C/CC/C=C\[C@@H]1CSC([C@@H]2C[C@@H]2C)=N1)OC	?	-0.7%	10%	·	·	-61%	-14%	8%	17%	-11%
CC1(C)CC(=O)C(C=NCCN2CCN(C(=O)Cc3ccccc3)CC2)=C(O)C1	-1%	0.3%	8%	-2%	0	1%	-35%	13%	3%	3%
Cc1nc2cc(C(=O)N3CCC4(CC3)OCCO4)ccc2n1-c1ccc(Br)cc1	0%	-0.2%	-2%	0%	6	-15%	-11%	2%	-2%	-3%
C[C@]12CCC(=O)C=C1CC[C@@H]1C2[C@H](O)C[C@]2(C)C(=O)CCC12 (stereo partly specified)	-3%	-0.6%	7%	-4%	1	9%	-6%	1%	25%	-9%
CC1(c2ccccc2)NCCN2C(=O)CSC21 (stereo unspecified)	·	·	-9%	1%	3	18%	2%	·	·	-2%
O=[N+]([O-])c1ccc(CN2CCN(c3ccc(Cl)cc3)CC2)o1	?	-0.4%	-6%	4%	-1	-2%	19%	3%	-2%	-5%
CCN1CCN(Cc2nc3ccc([N+](=O)[O-])cc3c(=O)n2-c2ccccc2F)CC1	-6%	0.3%	-1%	?	-1	-31%	-11%	-5%	0%	-7%
CC(=NCCCO)c1c(O)n(Cc2ccccc2)c(=O)[nH]c1=O	-10%	-0.7%	0%[46.1 µM]	1%	1	-19%	5%	-7%	8%	-1%
C[C@H](CO)N1C[C@H](C)[C@@H](CN(C)C(=O)Nc2ccc(C(F)(F)F)cc2)Oc2c(NS(=O)(=O)c3cccs3)cccc2C1=O	-4%	0.4%	-1%	·	·	-23%	-12%	-1%	?	-5%
O=C(CCNC(=O)N1C[C@H]2C[C@@H](C1)c1cccc(=O)n1C2)Nc1ccc(F)cc1	6%	-0.7%	1%	-4%	5	15%	27%	-1%	14%	0%
O=S1(=O)CC2(N3CCOCC3)CCCCCCC21 (stereo unspecified)	-10%	0.3%	·	0%	5	2%	7%[7.66 µM]	-2%	2%	-4%
O=C1NC(=O)N(c2ccccc2F)C(=O)/C1=C/c1cn(CC(=O)N2CCOCC2)c2ccccc12	-17%	-0.2%	3%	-14%	2	-18%	1%	-4%	?	1%
COC(=O)C1=C(C)NC(=S)NC1c1ccc(N(CCCl)CCCl)cc1Cl (stereo unspecified)	·	·	4%	·	·	-30%	-17%	·	·	0%

Compound activity: PubChem, National Center for Advancing Translational Sciences (NCATS)
